# Source: PubChem BioAssay
# Pol iota inh = qHTS for Inhibitors of Polymerase Iota; DNA polymerase iota (Homo sapiens), Q9UNA4; Pol iota fluorescent replication assay, 10 min; Potency, µM (highest dose often 115 µM), for inactives: top-dose activity, negative = inhibition, hits mostly inhibitors; 1% of 390,000 active; AID 588590, 2011; further: potency means the concentration at half of the fitted maximal effect
# Target sequence (Q9UNA4 whole entry, looked up): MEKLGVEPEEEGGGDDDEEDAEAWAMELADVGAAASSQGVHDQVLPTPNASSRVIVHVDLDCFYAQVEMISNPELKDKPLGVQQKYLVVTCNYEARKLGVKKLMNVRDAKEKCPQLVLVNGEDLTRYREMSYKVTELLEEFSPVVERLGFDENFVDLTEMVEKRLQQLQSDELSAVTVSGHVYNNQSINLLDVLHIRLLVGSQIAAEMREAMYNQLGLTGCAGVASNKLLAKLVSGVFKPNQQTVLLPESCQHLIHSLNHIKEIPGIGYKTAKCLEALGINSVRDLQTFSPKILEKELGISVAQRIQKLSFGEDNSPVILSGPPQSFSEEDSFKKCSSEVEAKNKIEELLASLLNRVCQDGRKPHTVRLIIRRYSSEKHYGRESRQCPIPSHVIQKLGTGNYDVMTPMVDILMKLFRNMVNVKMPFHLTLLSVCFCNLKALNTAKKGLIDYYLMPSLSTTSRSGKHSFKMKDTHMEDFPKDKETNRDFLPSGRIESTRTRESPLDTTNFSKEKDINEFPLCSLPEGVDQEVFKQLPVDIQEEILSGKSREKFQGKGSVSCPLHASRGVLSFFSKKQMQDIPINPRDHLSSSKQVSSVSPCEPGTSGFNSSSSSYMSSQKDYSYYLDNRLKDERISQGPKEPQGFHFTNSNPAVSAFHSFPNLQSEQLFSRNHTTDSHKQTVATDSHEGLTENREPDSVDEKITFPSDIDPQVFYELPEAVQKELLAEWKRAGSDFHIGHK
#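 Pol iota at 10 nM preincubated 15 min with compounds at room temperature; reaction started with fluorescent substrate, 50 nM final. Fluorescence read kinetically at 0 and 10 min; buffer-only wells as negative control.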
# Glioma ERSR ind = qHTS for Inducers of the Endoplasmic Reticulum Stress Response (ERSR) in Human Glioma: qHTS; Potency, µM, without a hit: at the highest dose activation, most hits filed as activators; 0.02% of 420,000 active; U87-MG GRP78 promoter luciferase reporter, 16 h; AID 602332, 2012; further: potency means the concentration at half of the fitted maximal effect; series mostly up to about 76 µM; % of control where 0% means no effect; nearly all actives have a fitted effect of over 35% in size
#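 Stably transfected U87-MG human glioma cells carrying a GRP78-based luminescent sensor were seeded at 1000 cells/well, pin-dosed with compounds and incubated 16 h. Luciferase reagent was then added, and end-point luminescence was read after 10 min at room temperature.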
# Anesthetic bind = qHTS Assay for Identification of Novel General Anesthetics | apoferritin/1-aminoanthracene competitive binding, fluorescence | Potency, µM (doses to about 77.5 µM), without a hit: at the top dose activity change, negative = displacement, usual class: inhibitors | 0.074% of 350,000 active; further: potency means the concentration at half of the fitted maximal effect; on the % scale 0 is the no-effect control and ±100 the full control effect; nearly all actives have a fitted effect of over 20% in size
# Target sequence (P02791 2-175 limits assumed): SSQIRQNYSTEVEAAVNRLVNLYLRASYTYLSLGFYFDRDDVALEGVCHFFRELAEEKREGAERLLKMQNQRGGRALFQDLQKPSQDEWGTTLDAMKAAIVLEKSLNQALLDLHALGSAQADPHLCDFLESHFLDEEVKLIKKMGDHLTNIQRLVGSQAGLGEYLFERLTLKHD
#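 Probe: 1-aminoanthracene (50% saturated, PBS). Protein: horse-spleen apoferritin, 10 uM. Incubation: 10 min, room temperature. Detection: 380 nm excitation, 535 nm emission. Analysis: normalized response, four-parameter Hill.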
# POLK inh = qHTS for Inhibitors of Polymerase Kappa. DNA polymerase kappa (Homo sapiens), Q9UBT6. AID 588579, 2011. purified Pol kappa, fluorescent DNA synthesis assay, 10 min. 0.53% of 400,000 active. Potency, µM (series often up to 107 µM), without a hit: at the highest dose activity, negative = inhibition, actives largely listed as inhibitors; further: potency means the concentration at half of the fitted maximal effect; on the % scale 0 is the no-effect control and ±100 the full control effect
#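 Activity was followed as the change in fluorescence between reads at 0 and 10 min after starting the reaction with 50 nM substrate. Beforehand, 10 nM polymerase had been preincubated with compound for 15 min at room temperature.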
# Pol beta inh = qHTS Assay for Inhibitors of DNA Polymerase Beta; Pol beta primer extension/strand displacement, fluorescence kinetic; Potency, µM (titrated, usually from 114 µM), without a hit: top-dose activity change, negative = inhibition, hits mostly inhibitors; 1.3% of 340,000 active; AID 485314, 2010; further: potency means the concentration at half of the fitted maximal effect; on the % scale 0 is the no-effect control and ±100 the full control effect
#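 Preincubation: enzyme (10 nM) with compound, 15 min, RT. Reaction: substrate added to 50 nM final. Reads: 0 and 10 min. Analysis: normalized, Hill fit.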
# APE1 inh = qHTS Assay for Inhibitors of the Human Apurinic/apyrimidinic Endonuclease 1 (APE1) | DNA repair nuclease/redox regulator APEX1 (Homo sapiens), P27695 | recombinant APE1, TAMRA/BHQ-2 abasic DNA cleavage fluorescence | Potency, µM (series often up to 65.8 µM), without a hit: at the top dose activity change, negative = inhibition, hits mostly inhibitors | 0.35% of 350,000 active;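 further: potency means the concentration at half of the fitted maximal effect; plate controls were vehicle for no effect and reference inhibitor for full effect; nearly all actives have a fitted effect of over 55% in size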
#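 Step 1: APE1 (0.75 nM) with compound, 15 min RT. Step 2: add 50 nM fluorophore/quencher THF duplex. Step 3: three fluorescence reads 60 s apart (525/598 nm); read 3 minus read 1 = reaction progress.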
# POLH inh = qHTS for Inhibitors of Polymerase Eta; DNA polymerase eta (Homo sapiens), Q9Y253; recombinant Pol eta, fluorescent DNA replication assay; Potency, µM (doses to about 114 µM), for the others: top-dose activity change, negative = inhibition, most hits filed as inhibitors; 1.2% of 390,000 active; further: potency means the concentration at half of the fitted maximal effect; on the % scale 0 is the no-effect control and ±100 the full control effect
#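 Pol eta at 10 nM preincubated with compounds 15 min at room temperature; reaction started with fluorescent substrate (50 nM final) and read kinetically at 0 and 10 min.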
# BLM helicase inh = qHTS Assay for Inhibitors of Bloom's syndrome helicase (BLM); Potency, µM (top dose mostly 56.1 µM), without a hit: at the highest dose activity change, negative = inhibition, most hits filed as inhibitors; RecQ-like DNA helicase BLM (Homo sapiens), P54132; recombinant BLM DNA unwinding, fluorescence dequenching; 0.2% of 350,000 active;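 further: potency means the concentration at half of the fitted maximal effect; plate controls were vehicle for no effect and no enzyme for full effect; nearly all actives have a fitted effect of over 35% in size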
# LDHA inh = qHTS assay for inhibitors of human lactate dehydrogenase. activity change, % (values are at about 110 or 230 µM). 0.15% of 480,000 active. purified LDHA, NADH/diaphorase-resazurin fluorescence; stronger effect = lower value. L-lactate dehydrogenase A chain (Homo sapiens), P00338; in the data active means activity change below about -30%; inconclusive means mostly about -25% to -30%;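 further: plate controls were DMSO wells for no effect and wells without enzyme for full effect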
#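 Remaining NADH was detected by diaphorase (0.133 mg/mL) converting 37 µM resazurin to fluorescent resorufin, read at 0 and 20 minutes. The preceding 5-minute room-temperature reaction used 2 nM LDHA, 0.2 mM sodium pyruvate and 0.06 mM NADH at pH 7.4.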
# An asterisk follows results filed as active; ? = inconclusive; · = not tested or not shown; & = joins results of further samples; [ ] = dose if it differs, or a comment. Unless noted, the call rests on the fitted dose curve; in most records, active means well fitted curve in the direction sought with a large enough effect; inconclusive means small, poorly fitted or top-dose-only effect, or another doubt; inactive means no such curve, though single readings can be large; an effect the other way counts as inactive or inconclusive. This is a subset; rates above refer to the full screens.
SMILES,Pol iota inh,Glioma ERSR ind,Anesthetic bind,POLK inh,Pol beta inh,APE1 inh,POLH inh,BLM helicase inh,LDHA inh
CC1COc2ccccc2N1C(=O)c1ccc(F)cc1 (centres undefined),?,-0.4%,-1.9%,-6.4%,17.5%,9.8%,-9.6%,-4.3%,-3.1
Nc1cc(=O)[nH]c(SCC(=O)Nc2cc([N+](=O)[O-])ccc2Cl)n1,35.8%[activator],-4.2%,-6.8%,-18.4%,6.8%,0.9%,-18.8%,-4.7%,-4.7
O=C1CCCc2ccccc2N1,10.5%,-3.2%,-1.5%,-10.5%,13.6%,30.5%[activator],-5.6%,-15.7%,-5.0
CN(CCc1ccccc1)C(=O)c1ccc(NC(=O)Cc2cccc(NC(=O)C3CCN(C(=O)CCc4ccccc4)CC3)c2)cc1,-3.6%,-0.8%,·,-4.6%,·,·,-5.8%,·,-13.9
Cc1cccc(NC2CCCCC2NS(=O)(=O)c2ccccc2)c1 (centres undefined),4.5%,-3.2%,-13.3%,?,23.2%,-6.5%,-3.6%,-9.1%,1.5
O=C(COC(=O)CCSc1ccccc1)NCc1ccccc1Cl,26.0%,2.4%,2.7%,-14.7%,?,1.9%,-27.0%,5.8%,-1.9
COc1cccc(CNC(=O)c2ccccc2-c2ccccc2C(=O)O)c1,-19.1%,-1.3%,-3.6%,-5.1%,0.6%,13.7%,7.2%,0.1%,-10.8
COCCNC(=O)Cn1ccc2cc(S(=O)(=O)N3CCCCCC3)ccc21,12.2%&6.0%,0.0%&-3.0%,?,2.7%&7.6%,10.0%&7.6%,17.4%,-22.2%&-12.1%,2.3%&-0.5%,0.6&2.0
CCc1cc(C(=O)OC)c(NC(=O)CC2Nc3cc(C)c(C)cc3NC2=O)s1 (centres undefined),28.9%,-0.5%,8.7%,-23.5%,6.9%,-3.5%,1.3%,-1.9%,-8.7
O=C(CSc1nc2ccccc2c(=O)n1-c1ccc(F)cc1)Nc1ccc(Cl)c(S(=O)(=O)N2CCOCC2)c1,-1.7%,3.3%,-6.2%,-5.7%,36.2%,10.7%,-8.3%,-0.8%,-3.6
Cc1ccc(S(=O)(=O)NCC(=O)N2CCOCCOCCOCC2)cc1,33.0%[activator],-2.4%,-1.6%,-2.7%,16.6%,38.4%,-12.2%,1.5%,0.8
CCN(CC)CCCNC(=O)c1c(O)c2cc(F)cc3c2n(c1=O)C(C)CC3 (centres undefined),25.3%,-15.1%,-13.8%,8.0%,-1.4%,12.5%,-13.0%,-4.2%,2.3
CN(C(=O)COC(=O)COc1ccccc1F)C1CCS(=O)(=O)C1 (centres undefined),-2.9%,-3.0%,-4.2%,-8.2%,15.0%,4.0%,2.6%,-3.5%,-1.0
COc1ccc2c(C)cc(SCC(=O)Nc3c(C)n(C)n(-c4ccccc4)c3=O)nc2c1,14.4%,-0.3%,-19.2%,-7.4%,?,-0.5%,-14.7%,0.5%,-1.5
O=C(Cn1nnc(-c2ccccc2)n1)OC1CCOC1=O (centres undefined),?,-8.0%,-21.7%,-9.8%,9.2%,14.9%,-1.6%,-2.5%,-5.3
O=C(O)c1cc(-c2ccc(Cl)c(Cl)c2)n(-c2ccc(F)cc2)n1,?,1.6%,-3.7%,5.6%,9.6%,13.7%,-5.9%,-7.6%,-1.6
Cc1[nH]c2ccccc2c1C(=O)COC(=O)C1CC(O)CN1S(=O)(=O)c1ccc(Cl)cc1 (centres undefined),35.1%[activator],-4.6%,·,-4.3%,·,-39.0%,-4.9%,·,0.0
COc1cccc(CN2CC(C(=O)NCCSc3nnnn3C)CCC2=O)c1 (centres undefined),3.1%,-3.6%,-4.1%,-3.6%,31.4%,29.4%,-9.4%,-1.2%,-0.1
N#C/C(=C/c1ccc(Cl)cc1)c1nc(-c2ccc(Br)cc2)cs1,?,-2.4%,-3.3%,-24.3%,-7.7%,·,-10.8%,-4.7%,-5.7
O=C(NNC1=NCCCCC1)c1cccc([N+](=O)[O-])c1,-27.9%,0.0%,-1.6%,-14.6%,-20.5%,-2.3%,4.3%,-4.8%,2.3
C#CCNC(=O)C1=C[C@@H](c2coc3ccccc3c2=O)[C@H](CCCO)[C@@H](OCC)O1,29.6%,-3.4%,-0.6%,1.6%,10.4%,-2.3%,-16.6%,-3.6%,-5.1
COc1cccc(C(=O)N2CCC(O)(c3cccnc3)CC2)c1,24.4%,-5.8%,-12.4%,4.6%,-29.4%,-2.1%,-5.7%,2.8%,-3.5
Cc1ccc(-c2nnc3ccc(SCC(=O)N4CCc5ccccc54)nn23)cc1,-9.2%,1.1%,1.4%,-16.8%,5.2%,-5.4%,?,4.8%,-1.1
CN(c1ccc(OCC(=O)OCc2nnc(-c3ccccc3)o2)cc1)S(=O)(=O)c1ccc(Cl)cc1,28.0%,4.0%,·,-5.8%,·,20.0%,-18.5%,·,-0.7
COc1ccc(C(=O)N2CCN(c3nc4c(C)c(Cl)ccc4s3)CC2)c(OC)c1,0.9%,-3.7%,3.5%,-5.6%[60.1 µM],-2.7%,·,-16.0%,-4.2%,-3.7
# Next section
SMILES,Pol iota inh,Glioma ERSR ind,Anesthetic bind,POLK inh,Pol beta inh,APE1 inh,POLH inh,BLM helicase inh,LDHA inh
COc1cc(NC(=O)c2sc3ncn(CC(=O)N4CCC(C)CC4)c(=O)c3c2C)cc(OC)c1OC,9.0%,-1.8%,?,-2.1%,16.8%,64.9%,-22.2%,-4.3%,2.4
CCCCCc1c(C)nc(N2CCc3ccccc3C2)[nH]c1=O,14.8%,-0.5%,31.6%,3.8%,2.9%,-1.7%,-6.0%,-7.6%,-0.7
CCOC(=O)c1cnc(N2CCN(c3ccccc3)CC2)[nH]c1=O,-2.8%,-2.9%,-6.5%,-21.6%,22.7%,-8.0%,-18.8%,1.5%,-7.2
O=C(C1CCN(c2nc(-c3ccccc3)nc3c2CCC3)CC1)N1CCCC1,28.0%,-5.4%,·,-8.8%,·,·,-9.5%,·,0.9
COCCN1Cc2cccc(C(=O)Nc3ccc(C)cc3C)c2C1=O,11.9%,1.0%,-7.0%,-7.2%,-25.2%,·,-15.2%,-0.8%,6.8
CO[C@H]1COC(=O)C/C=C\[C@@H](C)COC(=O)[C@H]2CCCN2C(=O)C/C=C\[C@H]1C,·,-3.4%,-1.4%[15.3 µM],·,·,14.9%[12.4 µM],·,2.0%[12.4 µM],·
CC1CCc2nc3ncn(Cc4ccc(Cl)cc4)c(=O)c3cc2C1 (centres undefined),31.7%[activator],0.6%,-14.5%,-3.3%[60.1 µM],9.9%,·,-13.1%,-0.4%,-1.8
C=CCNC(=O)[C@H]1N2C(=O)c3ccccc3C2SC1(C)C (some centres undefined),6.5%,-5.7%,-7.4%,3.7%,-1.4%,10.2%,-5.7%,-3.9%,-3.0
COc1ccc(N2CCN(C(=O)c3ccc(-c4nc(COc5ccccc5)c(C)o4)cc3)CC2)cc1,-17.0%,-1.2%,-10.5%,-8.9%,19.3%,·,-0.8%,-2.6%,1.5
CCC(O)c1nc2ccccc2n1Cc1cc(C)ccc1C (centres undefined),35.8%[activator],-0.6%,-14.1%,-2.9%,-0.5%,·,-23.3%,1.1%,3.0
O=C(Nc1cnn(Cc2ccc(Cl)cc2)c1)c1ccc([N+](=O)[O-])cc1,-6.9%,-5.6%,?,-8.8%,0.0%,-5.6%,-6.9%,-12.7%,0.1
COc1ccc(OC)c(-n2nnnc2SCC(=O)Nc2nc(C)c(C)s2)c1,27.5%,-3.5%,-15.4%,-4.1%,-6.4%,1.5%,2.1%,-1.5%,-0.7
Cc1ccc2nc(N/C(=N/S(=O)(=O)c3ccc(F)cc3F)c3ccccc3)sc2c1,38.4%[activator],0.9%,-19.5%,5.2%,3.5%,2.0%,-11.3%,-6.0%,-4.2
CNC(=O)N1CCN(C(=O)NC)CC1,24.6%,-2.5%,0.7%,-8.2%,?,-0.9%,-5.0%,1.1%,1.4
COc1ccccc1OCC(=O)Nc1c2c(nn1-c1ccc(F)cc1)CS(=O)(=O)C2,12.0%,-1.8%,-0.2%,-1.1%,30.0%,18.7%,-19.1%,-1.0%,-3.6
CCOC(=O)/C(C#N)=C/N=c1ccc(C)cn1C,24.9%,-2.5%,-11.5%,0.4%,-19.5%,1.9%,-21.1%,2.3%,-2.4
CCn1cc(C(=O)NCc2ccc3c(c2)OCO3)c(=O)c2ccc(C)nc21,·,·,-14.4%,·,26.2%,0.5%,·,-1.0%,·
CC(=O)c1cccc(NCC(=O)Nc2cc(S(=O)(=O)N3CCCCC3)ccc2C)c1,23.2%,-3.0%,?,-15.1%,-1.5%,-15.0%,-7.8%,-4.1%,-6.0
C[N+](C)(CCCCCI)c1ccc(/C=C/c2nc3ccccc3s2)cc1,79.4µM*,-7.7%,·,44.7µM*,·,·,·,·,-10.7
CCc1cc(=O)oc2cc(OCC(=O)NCCCN3CCCC3=O)ccc12,60.6%[activator],-2.2%,-0.4%,-6.8%,26.6%,24.9%,2.7%,0.0%,-0.2

# Entries from the list above with a cyano group:
SMILES,Pol iota inh,Glioma ERSR ind,Anesthetic bind,POLK inh,Pol beta inh,APE1 inh,POLH inh,BLM helicase inh,LDHA inh
N#C/C(=C/c1ccc(Cl)cc1)c1nc(-c2ccc(Br)cc2)cs1,?,-2.4%,-3.3%,-24.3%,-7.7%,·,-10.8%,-4.7%,-5.7
CCOC(=O)/C(C#N)=C/N=c1ccc(C)cn1C,24.9%,-2.5%,-11.5%,0.4%,-19.5%,1.9%,-21.1%,2.3%,-2.4
